Source: PubChem (Sanford-Burnham Center for Chemical Genomics)
tim23-1 inh: inhibits growth of tim23-1 mutant yeast; inhibition, % at 20 µM; 1.3% of 330,000 active; S. cerevisiae tim23-1 growth, BacTiter-Glo luminescence, 24 h; AID 463212;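 active = growth inhibition of the mutant yeast at or above 50%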;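 note: temperature-sensitive mutant grown at 25 °C; plate controls were DMSO-treated mutant yeast for no effect and medium wells lacking yeast for full effect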
NLRP3 yeast inh: NALP3 inhibition in yeast | inhibition, % at 10 µM | Yeast reconstituted NLRP3/ASC/caspase-1, beta-gal luminescence, 24 h | AID 2825 | 0.39% of 330,000 active;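 active = inhibition of 50% or more; inactive = inhibition below 50%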;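 note: plate controls were induced DMSO wells for no effect and uninduced yeast grown without galactose for full effect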
TIM10 inh: TIM10 yeast growth inhibition; 1.4% of 330,000 active; S. cerevisiae TIM10 strain growth, BacTiter-Glo luminescence, 24 h; AID 463195; inhibition, % at 10 µM;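 active = inhibition of 40% or more at the single tested concentration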;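 note: wild-type TIM10 isogenic control strain grown at permissive 25 °C; 0% = DMSO yeast wells and 100% = minimal medium wells without yeast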
beta cell repl: inducers of beta-cell replication in MIN6 cells. MIN6 cells proliferation, ATPlite luminescence, 48 h; cells starved in 0.2% serum; 100% = growth in 10% serum. proliferation, % at 10 µM. 0.29% of 330,000 active. AID 2380;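 active = compounds whose signal lies at least 3.5 SD above the mean of all wells on their plate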;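 note: 0% = DMSO-treated cells in low-serum medium and 100% = 10% serum control; some compounds called inactive have numbers as strong as hits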
APJ antag: antagonists of human APJ apelin receptor. AID 2521. CHO-K1 APJ beta-arrestin complementation, luminescence. 0.32% of 330,000 active. inhibition, % at 20 µM;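 active = inhibition above about 40% at 20 µM, limit read from the data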;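 note: cells challenged with 10 nM apelin-13 agonist together with compound; plate controls were apelin-13 plus DMSO wells for no effect and DMSO wells lacking apelin-13 for full effect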
Target sequence (P35414 whole entry, looked up): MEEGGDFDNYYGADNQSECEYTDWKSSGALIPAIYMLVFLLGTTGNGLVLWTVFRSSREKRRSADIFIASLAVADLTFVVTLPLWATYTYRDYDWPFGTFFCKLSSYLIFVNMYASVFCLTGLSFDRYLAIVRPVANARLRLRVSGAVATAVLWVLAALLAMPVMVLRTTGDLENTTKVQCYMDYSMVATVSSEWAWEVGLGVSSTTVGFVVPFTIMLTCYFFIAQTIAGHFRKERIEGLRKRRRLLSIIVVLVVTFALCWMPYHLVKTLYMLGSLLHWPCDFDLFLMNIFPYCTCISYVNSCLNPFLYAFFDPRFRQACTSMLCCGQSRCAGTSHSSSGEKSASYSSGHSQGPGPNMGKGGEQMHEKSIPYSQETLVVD
APJ ag: agonists of human APJ apelin receptor; 0.11% of 330,000 active; CHO-K1 APJ PathHunter beta-arrestin, luminescence; 0% DMSO wells, 100% apelin; activation, % at 20 µM;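 active = activation more than six SD over the plate average, tested at 20 µM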;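 note: 0% = DMSO alone and 100% = apelin-13 at 10 nM; some results filed as inactive read as strong as hits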
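Material: CHO-K1 APJ beta-arrestin complementation cell line; Input: cell density 1000 per well; Incubation: compound stimulation 90 min at 25 °C, detection 60 min; Signal: luminescence from split beta-galactosidase complementation, Galacton Star/Emerald II substrate; Controls: DMSO-only wells as negative, 10 nM Apelin-13 as positive control.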
tim10-1 inh: growth inhibitors of tim10-1 mutant yeast. S. cerevisiae tim10-1 ts strain growth, BacTiter-Glo, 24 h. inhibition, % at 20 µM. 2.2% of 330,000 active;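 active = inhibition of at least 40%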;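 note: mutant grown at 25 °C; 0% = DMSO wells with yeast and 100% = wells holding no yeast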
MPTP inh: inhibitors of mitochondrial permeability transition pore; isolated mouse mitochondria, Ca2+ swelling absorbance, 30 min; inhibition, % at 10 µM; 1.4% of 360,000 active; AID 602449;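 active = inhibition of 50% or more, scaled per plate between neutral and stimulator controls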;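 note: 0% = DMSO wells given calcium and 100% = 1 mM EGTA wells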
GRIN3A LBD mod: modulators (binders) of human NR3A ligand-binding domain; 2.5% of 340,000 active; NR3A LBD differential scanning fluorimetry, Tm shift; 0% = protein alone, 100% = glycine-bound protein; Tm shift relative to glycine control, % at 25 µM;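 active = melting temperature shift of at least 10% of the positive control shift, at one fixed dose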
* = called active by the depositor; . = not tested or not shown.

Results follow in this order: tim23-1 inh	NLRP3 yeast inh	TIM10 inh	beta cell repl	APJ antag	APJ ag	tim10-1 inh	MPTP inh	GRIN3A LBD mod
- CCCC(c1nnnn1CCc1ccccc1)N1CCN(C(=O)c2ccco2)CC1 (stereo unspecified)
  19.2	11.4	14.2	-2.3	-3.6	1.9	26.2	0.6	-1.1
- CC(C)(C)c1ccc(O)c(N=Cc2cc(Br)ccc2O)c1
  68.7*	26.1	15.0	-5.5	3.8	1.3	12.3	-0.4	-2.6
- O=C(NCCN=C1NS(=O)(=O)c2ccccc21)c1ccc2nccnc2c1
  -6.0	10.0	11.1	-1.5	11.4	-0.5	8.5	0.0	4.2
- Cn1c(NC(=O)/C=C/c2ccc(Cl)c(Cl)c2)cc(=O)n(C)c1=O
  2.8	6.5	13.1	0.0	7.1	-2.9	8.2	3.0	15.5*
- CCc1n[nH]c(=S)n1/N=C/c1ccc(N(C)c2ccccc2)cc1
  21.2	17.6	31.3	-4.2	29.7	-4.2	30.6	0.6	-8.6
- CCOC(=O)Cc1csc(NC(=O)c2c(C)noc2C)n1
  -5.7	20.1	-0.3	-2.6	2.1	-1.6	-14.4	-0.5	0.6
- C=CCOC(=O)C1=C(C)NC(=S)C(C#N)(CC=C)C1c1ccccc1Cl (stereo unspecified)
  15.4	10.2	24.2	-4.0	9.9	-4.6	18.0	7.7	1.5
- O=C(CN1CCN(c2ccc(O)cc2)CC1)Nc1ccc(SC(F)F)cc1
  10.5	25.9	4.1	-5.4	-46.2	4.0	1.9	0.3	8.8
- CC[C@@H](C)[C@H](CN[C@H](CNC)[C@@H](C)O)NCCc1ccc(OC)cc1
  -9.6	4.7	5.5	-0.4	-18.5	-6.5	-2.2	1.1	1.0
- COc1nn(-c2nc(-c3ccccc3)cc(C(F)(F)F)n2)cc1[N+](=O)[O-]
  8.1	2.9	8.5	0.0	7.2	-2.3	-3.2	0.8	-2.2
- O=C(COC(=O)Cc1cccs1)NCc1ccc(F)cc1
  6.6	7.0	-1.5	-2.1	7.2	-7.1	0.8	0.8	0.3
- COC(=O)C1=C(C)NC(=S)NC1c1ccc(-c2cc(Cl)ccc2Cl)o1 (stereo unspecified)
  15.9	7.0	8.9	-6.5	0.2	1.6	24.5	9.7	0.0
- COc1ccc(CN(C)C(=O)c2ccccc2OCc2c(C)noc2C)cc1OC
  8.3	21.6	9.9	1.4	12.7	-1.6	7.2	1.0	0.3
- O=C(NCc1ccccn1)c1ccc([N+](=O)[O-])cc1
  12.5	17.6	-1.6	5.4	10.3	5.2	7.2	0.9	0.3
- CCCNC(=O)C(Cc1ccccc1)NC(=O)c1ccccn1 (stereo unspecified)
  18.4	18.9	6.6	5.6	1.0	-2.6	15.0	-0.3	0.7

Complete entries, quoted from the list:
O=C(CN1CCN(c2ccc(O)cc2)CC1)Nc1ccc(SC(F)F)cc1 as listed: tim23-1 inh = 10.5; NLRP3 yeast inh = 25.9; TIM10 inh = 4.1; beta cell repl = -5.4; APJ antag = -46.2; APJ ag = 4.0; tim10-1 inh = 1.9; MPTP inh = 0.3; GRIN3A LBD mod = 8.8
COc1nn(-c2nc(-c3ccccc3)cc(C(F)(F)F)n2)cc1[N+](=O)[O-] as listed: tim23-1 inh = 8.1; NLRP3 yeast inh = 2.9; TIM10 inh = 8.5; beta cell repl = 0.0; APJ antag = 7.2; APJ ag = -2.3; tim10-1 inh = -3.2; MPTP inh = 0.8; GRIN3A LBD mod = -2.2

Continued.
Results follow in this order: tim23-1 inh	NLRP3 yeast inh	TIM10 inh	beta cell repl	APJ antag	APJ ag	tim10-1 inh	MPTP inh	GRIN3A LBD mod
- COc1ccccc1NS(=O)(=O)c1ccc2[nH]c(=S)oc2c1
  -8.8	10.0	-6.6	-3.0	5.9	0.9	-15.0	0.5	-3.1
- c1cncc(-c2nc(NCCCn3ccnc3)c3ccccc3n2)c1
  -24.5	7.0	-15.9	-1.8	-23.0	-0.4	-6.0	0.1	-0.9
- COc1ccc(OCc2cc(C(=O)NC(C)c3csc(C)n3)no2)c(Cl)c1 (stereo unspecified)
  29.2	13.7	19.5	-2.0	-28.6	2.1	20.7	1.2	-0.2
- O=C(CC1C(=O)NCCN1Cc1cccc(F)c1F)NC1CCCCCC1 (stereo unspecified)
  10.4	-1.1	13.0	-1.0	4.2	-1.4	7.2	0.1	0.3
- CC1CCc2sc(C(=O)OCC(=O)NC(N)=O)cc2C1 (stereo unspecified)
  -0.5	9.3	-11.6	1.2	-2.2	-3.5	10.1	0.0	-2.2
- Cc1cc(C(=O)Nc2cccc(S(=O)(=O)N3CCCCC3)c2)c2ccccc2n1
  5.3	2.4	-0.5	-1.9	4.1	-1.0	6.3	0.4	-8.0
- Cc1ccc(C2Oc3ccccc3C3=C2C(c2cccs2)n2ncnc2N3)cc1 (stereo unspecified)
  48.5	8.7	45.3*	-6.1	1.4	6.0	41.5*	0.7	-2.2
- COC(CNC(=O)CCc1c(C)nc2c(c(C)nn2-c2ccc(C)cc2)c1C)OC
  15.6	11.3	18.9	-7.0	-7.7	1.3	26.5	0.2	-0.5
- CN(C)N1C(N)=C(C#N)C(c2cccc(Cl)c2)C2=C1CCCC2=O (stereo unspecified)
  13.9	-6.4	9.2	-2.6	-1.9	-2.9	1.4	0.4	3.6
- O=C(CSc1nccc(=O)[nH]1)N1CCc2ccccc2C1
  6.7	15.4	-16.2	-1.6	6.8	0.3	-10.4	-0.2	0.9
- Cc1[nH]nc(N)c1-c1ccccc1
  -2.6	13.0	9.1	2.9	0.7	-2.1	24.1	-0.3	0.4
- CCOC(=O)C(C)Oc1nc(Oc2ccccc2)nc(N(C)C)n1 (stereo unspecified)
  36.4	29.0	5.1	-5.5	-3.1	-0.8	21.2	0.5	0.8
- COc1cccc(OCC(=O)NNC(=O)C(=O)Nc2ccc(OC)cc2OC)c1
  11.2	18.5	17.4	0.8	7.1	-3.1	-15.8	0.3	-2.1
- Cc1cc(OCC(=O)Nc2ccc(S(=O)(=O)NC3=NCCCCC3)cc2)c(C(C)C)cc1Cl
  30.2	16.5	36.2	-3.5	5.9	0.1	35.9	0.9	5.1
- Nc1nc(Cl)nc2c1ncn2C1CC(O)C(CO)O1 (stereo unspecified)
  -15.5	20.2	11.9	-8.0	0.4	0.6	3.9	-1.9	1.9
- COc1ccc(C2CC(O)(c3ccccc3)Oc3cc(OC)cc(OC)c32)cc1 (stereo unspecified)
  8.3	15.2	10.9	-7.9	-9.1	4.7	22.1	0.8	-0.8
- CCN(CC)c1ccc(NC(=O)CSC(=O)c2ccccc2)cc1
  27.5	55.8*	10.1	-5.9	-15.6	0.6	-12.8	0.9	-2.2
- CC1CCCCN1C(=O)CSc1nc(C2CC2)nc2ccccc12 (stereo unspecified)
  29.4	3.9	21.0	2.4	17.8	-2.7	16.4	-2.2	-0.4
- COCCN(C(=O)COC(=O)Cc1coc2cc3c(cc12)CCC3)c1c(N)n(Cc2ccccc2)c(=O)[nH]c1=O
  4.7	-2.7	-6.5	-3.6	-4.6	-3.8	7.0	-0.2	-3.4
- CC(C)(C)C(=O)Nc1cccc(OC(F)(F)C(F)Cl)c1 (stereo unspecified)
  35.9	-0.5	27.9	1.4	-10.2	0.2	31.3	-3.1	0.2
- CCCCC(CC)CNC(=O)c1ncn[nH]1 (stereo unspecified)
  2.0	8.9	2.5	0.8	-12.1	-2.2	2.9	1.9	-0.3
- CCCCn1c(N)c(N(CC(C)C)C(=O)CN(C)S(=O)(=O)c2ccc(F)cc2)c(=O)[nH]c1=O
  2.2	15.0	6.4	2.4	-8.4	-2.1	15.9	0.4	-1.7
- Cc1nc2c(C(=O)NCc3ccc4c(c3)OCO4)c[nH]n2c(=O)c1Cl
  13.6	27.1	-9.1	-1.2	11.9	-2.6	27.6	-5.0	-12.2
- O=C(COc1ccccc1)NCC(=O)Nc1ccc(S(=O)(=O)NCc2ccco2)cc1
  10.7	0.8	3.1	-0.9	-30.0	-2.3	12.7	0.0	-4.2
- CC1CCN(C(=O)CCCNC(=O)Cn2cnc3sc4c(c3c2=O)CCCC4)CC1
  20.9	3.3	6.7	-0.8	-22.7	-3.7	17.8	0.9	0.3
- CC(C)CSc1nnc2c3ccccc3n(C)c2n1
  37.2	15.0	23.1	0.4	5.4	2.0	22.7	6.0	0.5
- O=C(c1cc(COc2cccc(C(F)(F)F)c2)on1)N1CCSCC1
  39.0	2.8	19.8	-3.6	-37.9	-5.4	26.2	1.8	0.3
- Cc1ccc(Cl)c(OC(=O)c2ccc(N3CCOCC3)c([N+](=O)[O-])c2)c1
  26.4	22.5	25.1	0.0	7.0	3.0	31.2	6.1	22.1*
- Cc1ccc(NCc2nnc(SCC(=O)N3CCCCC3)n2CC2CCCO2)c(C)c1 (stereo unspecified)
  10.0	-4.1	8.8	5.4	6.6	-6.6	5.5	-0.3	-1.4
- COC(=O)[C@H](CC(C)C)NC(=O)Cn1cnc(C(=O)Nc2ccc(C)c(C)c2)n1
  37.2	.	-14.2	.	.	.	20.6	-0.3	1.7
- CN(C)c1ccc(/C=N/c2cc(-c3ccccc3)nn2-c2ccccc2)cc1
  0.6	7.4	6.6	-2.5	-20.9	-9.1	23.9	0.7	-2.6
- COc1ccccc1C1C(C(=O)c2cc3ccccc3o2)=C(O)C(=O)N1c1cc(C)on1 (stereo unspecified)
  5.1	2.5	4.5	1.4	-2.1	-4.5	8.8	-3.1	2.0
- CC1CCCN(S(=O)(=O)c2cc(C(=O)NCc3ccco3)ccc2Cl)C1 (stereo unspecified)
  32.3	-1.6	14.3	-1.6	0.6	-4.7	17.3	1.7	-0.2
- COc1cccc(CNc2nc3nc(C)cc(C)n3n2)c1
  19.8	1.5	-3.5	-2.5	-10.4	-1.8	26.5	-0.5	-0.8
- O=C(CCC1CC(=O)Nc2ccccc21)NCc1ccccc1 (stereo unspecified)
  4.3	13.2	2.4	-1.1	-1.8	-3.4	0.9	-0.2	-0.1
- C/C(=N\NC(=O)c1cc(C)nc2ccccc12)c1ccco1
  14.2	0.2	8.6	-1.0	3.3	-1.2	-3.5	-1.2	0.3
- CCCc1[nH]n(-c2nc3ccccc3s2)c(=O)c1C=NCCN1CCOCC1
  -9.4	39.0	5.7	1.9	-4.5	-3.1	13.8	-1.1	-0.7
- Cc1nn(-c2ccccc2)c2[nH]c(=O)c(CNCc3ccc4c(c3)OCO4)cc12
  6.9	-1.6	1.9	-1.5	-0.6	-16.7	3.7	-1.5	1.8
- NNC(=O)c1nnn(-c2nonc2N)c1-c1cccs1
  14.1	-9.8	5.7	2.6	-30.7	17.5	12.8	-0.4	-1.2
- O=C(Nc1ccccc1)c1nnsc1S(=O)(=O)c1ccc(Cl)cc1
  59.8*	36.0	35.8	-3.7	4.4	-3.1	87.7*	-0.2	0.0
- CC1=C/C(=C/N(C)C)C(=O)O1
  16.3	14.6	20.5	-0.8	-8.6	0.1	14.3	0.2	0.5
- O=C(NCc1ccc2c(c1)OCO2)c1c[nH]c2ccc(S(=O)(=O)N3CCOCC3)cc2c1=O
  -2.7	-2.8	8.0	0.4	-12.6	1.3	3.6	-1.2	0.1
- Cc1ccccc1OCC(=O)Nc1cccc(NC(=O)c2ccco2)c1
  21.5	-5.3	-8.1	-2.8	-12.4	-2.0	-9.4	-0.2	-5.0
- COC(=O)CCCC1=CC2=CC(=O)C(C)(OC(=O)c3cccs3)C(=O)C2=CN1CCCOC(C)C (stereo unspecified)
  9.4	13.1	-3.5	-0.3	-45.7	19.6	0.0	-1.7	-1.1
- CCc1ccc(Nc2nnc(SC3CCOC3=O)s2)cc1 (stereo unspecified)
  28.0	9.2	11.1	-0.8	-9.4	-0.1	30.4	1.3	-4.4
